# Assay outcomes deposited in PubChem BioAssay by The Scripps Research Institute Molecular Screening Center.
# MITF primary: blocks human microphthalmia-associated transcription factor | O75030 | AlphaScreen MITF homodimerization, bead proximity signal | inhibition, % at 2.6 µM | 650,000 compounds, 0.91% hits | AID 1259374; in the data active means inhibition above about 50%;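 further: 0% = vehicle wells with protein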
# Target sequence (O75030 whole entry, looked up): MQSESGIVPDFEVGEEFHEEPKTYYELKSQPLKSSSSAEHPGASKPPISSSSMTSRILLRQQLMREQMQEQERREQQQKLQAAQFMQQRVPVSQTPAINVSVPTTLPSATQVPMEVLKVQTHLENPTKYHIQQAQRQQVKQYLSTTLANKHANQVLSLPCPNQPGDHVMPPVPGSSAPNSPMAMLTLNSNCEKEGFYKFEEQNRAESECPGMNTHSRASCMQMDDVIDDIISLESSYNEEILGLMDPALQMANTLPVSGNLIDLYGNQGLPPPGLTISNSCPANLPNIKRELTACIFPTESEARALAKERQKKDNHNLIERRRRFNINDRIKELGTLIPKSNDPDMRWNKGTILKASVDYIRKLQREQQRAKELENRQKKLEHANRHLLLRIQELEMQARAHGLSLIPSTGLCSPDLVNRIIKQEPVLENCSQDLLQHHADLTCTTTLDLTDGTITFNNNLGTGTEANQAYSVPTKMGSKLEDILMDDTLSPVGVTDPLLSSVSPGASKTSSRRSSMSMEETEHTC
# TEAD-YAP inh: TEAD-YAP interaction inhibition | HEK-TIYL cells, TEAD-Gal4/YAP UAS-luciferase luminescence | inhibition, % at 9.12 µM | 640,000 compounds, 1.4% hits; in the data active means inhibition above about 32%;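 further: 0% = median of test compound wells and 100% = reference inhibitor wells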
# FBW7 act: activators of human E3 ligase FBW7 | 650,000 compounds, 0.13% hits | normalized activity (activation), % at 26.1 µM | Q969H0 | AlphaScreen FBW7–phospho-cyclin E peptide binding, activator screen; in the data active means normalized activity above about 1.9%;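 further: purified mutant Fbw7 with reduced substrate affinity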
# GPR151 activ: activators of human GPR151 | Q8TDV0 | PathHunter beta-arrestin GPR151 cells, luminescence | activation, % at 11.2 µM | 650,000 compounds, 1% hits | AID 1508602; in the data active means activation above about 4.9%;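 further: 0% = median of compound wells and 100% = cells with positive control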
# Target sequence (Q8TDV0 whole entry, looked up): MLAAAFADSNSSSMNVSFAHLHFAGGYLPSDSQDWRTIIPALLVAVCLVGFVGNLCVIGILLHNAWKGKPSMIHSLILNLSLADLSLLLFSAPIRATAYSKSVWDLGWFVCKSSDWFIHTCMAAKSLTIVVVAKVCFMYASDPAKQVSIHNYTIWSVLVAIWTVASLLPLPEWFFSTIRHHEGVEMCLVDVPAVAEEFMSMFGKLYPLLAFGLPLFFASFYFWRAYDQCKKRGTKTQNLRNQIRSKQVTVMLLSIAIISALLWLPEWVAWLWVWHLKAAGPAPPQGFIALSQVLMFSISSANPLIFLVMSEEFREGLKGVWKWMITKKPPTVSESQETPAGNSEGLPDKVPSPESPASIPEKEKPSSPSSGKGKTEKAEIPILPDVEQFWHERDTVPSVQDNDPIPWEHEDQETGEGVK
# The depositor's hits bear a star; · = not tested or not shown; & = joins results of further samples.
SMILES,MITF primary,TEAD-YAP inh,FBW7 act,GPR151 activ
Cc1ccc(N=Cc2c(C)[nH]n(-c3cccc(Cl)c3)c2=O)cc1N=Cc1c(C)[nH]n(-c2cccc(Cl)c2)c1=O,10,1,0.2,2.1
Cc1ccc(/C=N/NC(=O)CSc2nc3ccccc3n2C)c(O)c1,-40,6,-0.1,2.8
COCCNC(=O)c1ccc2c(=O)n(CCC3=CCCCC3)c(=S)[nH]c2c1,-1,-5,0.3,-0.5
CCc1ccccc1N1C(=O)NC(=O)/C(=C\c2ccc(I)o2)C1=O,51,12,-0.4,0.3
COc1ccccc1NS(=O)(=O)c1cccc(-c2nc3c4ccccc4[nH]c(=O)n3n2)c1,4,-8,0.1,-0.4
CCOC(=O)/C(C#N)=C/c1c(Oc2ccc(Cl)cc2)nc2c(C)cccn2c1=O,2,4,0.0,0.5
Cc1nnc(SCC(=O)Nc2ccc(OC(F)F)cc2)[nH]c1=O,5,8,0.0,0.6
O=C(NC1CC(=O)N(c2cccc(F)c2)C1)C1CC1 (stereo not given),-5,-3,0.0,1.1
CCN(CC)S(=O)(=O)c1ccc(C(=O)Nc2nc3ccc4nc(C)sc4c3s2)cc1,7,2,0.1,-1.2
CC(Nc1ncc(-c2cccs2)cn1)c1ccccc1 (stereo not given),4,-55,-0.1,-1.3
COc1ccc(CNS(=O)(=O)c2ccc3c(c2)OCCN3C)cc1,2,5,0.1,0.6
O=C(Nc1ccccn1)C1CCN(C(=O)NCc2cccs2)CC1,1,-15,-0.1,1.7
COC(=O)c1ccc(N/C(C)=C/C(=O)c2ccc(C)o2)cc1,9,2,0.2,0.1
COC(=O)c1c(NC(=S)Nn2cnnc2)sc2c1CCC(C)C2 (stereo not given),12,10,0.1,0.1
CCc1noc(C)c1C(=O)N1CCCC(CCC(=O)NCc2ccc(F)c(F)c2)C1 (stereo not given),-1,-13,-0.1,-0.4
NC(=O)C1CCCN(C(=O)Nc2ccc(F)cc2F)C1 (stereo not given),-5,6,-0.2,-0.6
O=S(=O)(Nc1cccc(-c2csc(-c3ccccc3)n2)c1)c1ccc(Cl)cc1,-6,1,0.0,-1.5
CCn1cc(C(=O)Nc2ccc(O)c(-c3nc4ccccc4o3)c2)c(=O)c2ccc(C)nc21,-69,9,-0.1,0.6
O=C(Nc1nncs1)c1ccc([N+](=O)[O-])cc1,-5,-3,-0.1,-0.4
COCCC(=O)Nc1ccc2c(c1)CN(CCC(C)c1ccc(C)o1)CC2 (stereo not given),15,3,0.0,-0.7
c1ccc2c(c1)nc1n2CN(CC2CCCO2)CN1 (stereo not given),2,-4,0.1,-1.2
O=C(NCCCN1CCCC1=O)c1ccc2nc(N3CCOCC3)sc2c1,-7&10,-4&15,0.2&0.4,-1.9&-1.2
CC(=O)Cn1ncc(N(C)Cc2ccccc2)c(Cl)c1=O,0,-25,0.0,0.2
CC(C)OC(=O)Cn1cnc([N+](=O)[O-])n1,-11,-3,-0.2,1.8
COc1cc(CN2C(=O)C(C)Sc3ccc(C#N)cc32)cc(OC)c1 (stereo not given),-18,7,0.1,-0.7

# The closing two entries of the part above lead into the next.
SMILES,MITF primary,TEAD-YAP inh,FBW7 act,GPR151 activ
CC(C)OC(=O)Cn1cnc([N+](=O)[O-])n1,-11,-3,-0.2,1.8
COc1cc(CN2C(=O)C(C)Sc3ccc(C#N)cc32)cc(OC)c1 (stereo not given),-18,7,0.1,-0.7
Cn1c(=O)c2c(nc(Cl)n2Cc2ccccc2F)n(C)c1=O,16,-6,0.4,-0.3
O=C1CCC(CCC(=O)N2CCC(c3ccccc3F)C2)(Cc2ccc3c(c2)OCO3)N1 (stereo not given),4,7,-0.1,0.8
O=C(NCCCO)C(=O)Nc1nccs1,12,9,-0.1,-0.5
COCCCNC(=O)N1CC(C)Oc2ccc(C)cc21 (stereo not given),0,-17,-0.1,2.1
Cc1ccc(S(=O)(=O)NCc2nc3nc(C)cc(C)n3n2)cc1,-9,-2,0.0,11*
c1ccc(-c2csc(CN3CCCC(N4CCOCC4)C3)n2)cc1 (stereo not given),3,-11,-0.1,3.4
CCN(CC)CCCNC(=O)Cn1c2ccccc2c2nc(=O)cc(C)n21,-4,5,-0.4,0.8
COc1ccc(C2=NS(=O)(=O)N(C)C(C(=O)N3CCCCC3C)=C2)cc1 (stereo not given),8,-1,0.2,-0.8
COC(=O)c1ccccc1N1C(=O)CSC1=S,7,12,0.1,1.2
CCOC(=O)C1=C(C)N=c2s/c(=C/c3ccc(Br)s3)c(=O)n2C1c1cc(OC)ccc1OC (stereo not given),-2,-4,-0.1,0.3
CCOC(=O)C1CCN(C(=O)CCC2(Cc3ccc(C)cc3)CCC(=O)N2)CC1 (stereo not given),18,-15,0.2,-0.2
CC(=O)c1cccc(-c2cnn3c(Nc4cccc(N(C)C)c4)ccnc23)c1,13,-28,0.0,0.6
O=C(/C=C/c1ccccc1Cl)NCc1ccccc1,14,-9,0.0,0.6
CCn1c2ccccc2c2nnc(N3CCN(c4ccc(C(C)=O)cc4)CC3)nc21,12,3,0.7,-0.1
CCN(Cc1ccncc1)Cc1nc(N)c2ccc(Cl)cc2n1,7,-6,0.0,-0.3
Cc1cc(NCCOc2ccccc2)nc(-c2ccc(C(=O)NC3CC3)cc2)n1,6,-6,-0.1,1.9
O=[N+]([O-])c1ccc(CN2CCCC2)cc1,10,13,0.9,-0.4
COc1cccc(C2/C(=C(/O)c3ccc(Cl)cc3)C(=O)C(=O)N2CCO)c1 (stereo not given),16,-3,0.1,1.5
CCOC(=O)c1ccc(NC(=O)CSc2nc3c(sc(=S)n3-c3ccccc3OCC)c(=O)n2-c2ccccc2)cc1,-3,20,0.0,0.6
Cn1cnnc1SCc1ccccc1,16,-1,0.1,1.5
Cc1nc(NC(=O)CSc2nnc(-c3ccncc3)n2C)sc1C,26,-5,0.1,-1.1
CC(C(=O)Nc1ccc(S(N)(=O)=O)cc1)N1CCC(C(N)=O)CC1 (stereo not given),2,1,0.0,0.1
C=CCSc1nnc2c(n1)OC(c1ccc(O)c(O)c1)Nc1ccc(Br)cc1-2 (stereo not given),-10,-15,-0.1,-0.1
O=C(CSc1ncccn1)N(C1CCCCC1)C1CCS(=O)(=O)C1 (stereo not given),2,-6,0.0,0.7
Cc1cc(C)cc(C(=O)Nc2ccc(C#N)cc2)c1,0,-5,-0.1,-1.1
# (further entries)
SMILES,MITF primary,TEAD-YAP inh,FBW7 act,GPR151 activ
COc1ccc(C2=C3CCCCC3NC(=S)N2)cc1 (stereo not given),-2,2,-0.1,-1.1
COc1cccc(/C=N/N2C(=O)CSC2=S)c1O,77*,-13,-1.6,-0.1
CC(CCc1ccccc1)NC(=O)c1ccc(C#N)cc1 (stereo not given),5,-13,0.1,-0.4
C=CCn1c(SCc2ccc(Cl)c(Cl)c2)nc2sc3c(c2c1=O)CCC3,-2,6,0.2,-1.6
COc1ccc(C2N(C(=O)CN3CCOCC3)CCN2S(=O)(=O)c2ccccc2)cc1 (stereo not given),21,0,0.1,-0.9
O=C1CC(N2CCN(CCO)CC2)C(=O)N1c1ccc(N=Nc2ccccc2)cc1 (stereo not given),4,-10,-0.2,0.1
c1ccc(CSc2nnc3ncccn23)nc1,-4,-23,-0.1,-0.5
O=C(O)c1ccc(CNS(=O)(=O)c2ccc(Cl)c(C(F)(F)F)c2)cc1,7,-3,0.2,2.3
CC1CCN(c2ccc(C(=O)O)cc2)CC1,12,4,-0.1,0.7
COc1ccccc1NC(=O)CSc1nc(O)cc(=O)n1-c1ccccc1,2,-2,0.1,0.7
CCC(=O)Nc1nc2c(s1)C(=O)CC(C)(C)C2,0,9,0.0,0.3
CCC(C)NC(=O)CN(C)S(=O)(=O)c1ccc(Br)s1 (stereo not given),-9,8,-0.3,-0.2
CCc1ccccc1NC(=O)c1cc(S(=O)(=O)N2CC(C)CC(C)C2)ccc1F (stereo not given),6,-8,-0.1,-1.6
Cc1cc(C(=O)NNCc2ccccc2)no1,-21,·,-0.1,-1.6
COc1ccc(C2/C(=C(\O)c3ccc(C)cc3)C(=O)C(=O)N2c2cccc(C(F)(F)F)c2)cc1OC (stereo not given),13,11,0.0,-0.9
Cc1cc(N2CCN(c3cccc(C(F)(F)F)c3)CC2)n2ncnc2n1,6,5,-0.2,-1.3
COc1ccc(-c2ccc(C(=O)N3CC(=O)N(c4ccccc4C)C(C)C3)o2)cc1 (stereo not given),-5,4,-0.2,1.4
Cc1cc(C(F)F)n2ncc(C(=O)NCc3ccc(Cl)cc3Cl)c2n1,4,3,0.6,-0.2
COC(=O)C1=C(C(=O)c2ccc(C)cc2)C(c2ccc(C(C)(C)C)cc2)n2nnnc2N1 (stereo not given),1,3,-0.1,0.4
CC(CCc1ccccc1)NC(=O)Nc1cccs1 (stereo not given),11,0,0.1,2.9
O=C(NCc1ccc2c(c1)OCO2)c1cccnc1SCc1cccc(F)c1,-15,-6,0.0,0.1
COc1cc2nc(Nc3cccc(N(C)C)c3)nc(Nc3cc(OC)c(OC)c(OC)c3)c2cc1OC,22,-2,0.0,-0.3
CCCCNC(=O)C1(NC(=O)Nc2ccc(C)cc2)CCCCC1,0,11,-0.2,-0.8
Cc1occc1C(=O)Nc1ccc(Cc2ccc(NC(=O)c3ccoc3C)cc2)cc1,23,8,0.7,-1.0
FC(F)(F)c1cccc(CNc2nc(Nc3cnccn3)nc3nc[nH]c23)c1,3,0,-0.1,-0.6

# Arranged by molar mass (rising): part of the list above.
SMILES,MITF primary,TEAD-YAP inh,FBW7 act,GPR151 activ
CCC(=O)Nc1nc2c(s1)C(=O)CC(C)(C)C2,0,9,0.0,0.3
Cc1occc1C(=O)Nc1ccc(Cc2ccc(NC(=O)c3ccoc3C)cc2)cc1,23,8,0.7,-1.0
COC(=O)C1=C(C(=O)c2ccc(C)cc2)C(c2ccc(C(C)(C)C)cc2)n2nnnc2N1 (stereo not given),1,3,-0.1,0.4

# Next section.
SMILES,MITF primary,TEAD-YAP inh,FBW7 act,GPR151 activ
CCCCNC(=O)N(O)C1N(/N=C/c2ccco2)C(=S)SC1(C)C (stereo not given),5,-3,0.0,2.3
NC(=O)CSc1nnc(-c2cccnc2)n1-c1ccc(Cl)cc1,1,7,-0.1,-0.9
CCOC(=O)C1=C(C)NC2=C(C(=O)CC(c3ccc(Cl)cc3)C2)C1c1ccc(Cl)cc1 (stereo not given),-15,9,0.3,0.4
COCC(C)NC1CCN(c2nc(C)c3cc(OC)ccc3n2)CC1 (stereo not given),-7,-3,-0.1,-0.5
CC(=O)c1ccc(N2CCN(Cc3coc4ccc(Cl)cc4c3=O)CC2)cc1,31,-2,-0.1,0.0
CCC1CCCCN1CCCNc1nc2ccccc2n2c(C)nnc12 (stereo not given),18,19,0.1,0.0
CCOC(=O)c1nc(Nc2ccc(NC(C)=O)cc2)c2ccccc2n1,12,3,-0.1,0.3
CC1(C)CC(NC(=O)CCC(=O)O)CC(C)(C)N1,3,5,0.2,2.3
CCOc1ccc(N(C)c2ccc(/C=C3\C(=O)N(c4ccccc4)N=C3C)cc2)cc1,9,1,-0.1,-1.0
CSc1ccccc1C(=O)Nc1c(C)n(C)n(-c2ccccc2)c1=O,18,2,0.1,0.0
COc1ccc(-n2ccnc2CN2CCN(C(C)C)C(CCO)C2)cc1 (stereo not given),5,-1,-0.1,5.0*
CC(C)(CO)NC(=O)c1ccc(Cl)cc1Cl,-15,-5,-0.4,0.4
COc1cc(/C=C2/SC(=Nc3cc(C)cc(C)c3)NC2=O)cc(Br)c1OC,-2,2,0.1,1.0
O=C(c1cc(-c2ccc(Cl)c(Cl)c2)on1)N1CCOCC1,10,-49,0.2,0.0
COc1ccccc1C(=O)Nc1c2c(nn1-c1ccc(C)cc1C)CS(=O)(=O)C2,3,6,0.0,-0.1
CCN(C(=O)c1cn(C)c(=O)c2cc(OC)c(OC)cc12)c1cc(C)ccc1C,-9,-2,-0.1,1.0
CC(=O)c1cc2c(cc1NC(=O)c1cc3nc(-c4ccc5c(c4)OCO5)cc(C(F)(F)F)n3n1)OCO2,0,11,0.0,0.2
O=[N+]([O-])C(/C=C(\Cl)[N+](=O)[O-])=C(N1CCOCC1)N1CCOCC1,20,-1,0.1,0.4
Cc1ccc(S(=O)(=O)N2CCC(C(=O)Nc3c4c(nn3C)CCC4)CC2)cc1,-5,12,0.2,0.8
Cc1ccc2c(c1)C(C)CC(C)(C)N2C(=O)Nc1cccc(Cl)c1 (stereo not given),0,2,-0.1,-1.3
Cc1cccc(CCNC(=O)CN(C)S(=O)(=O)c2ccc3c(c2)CCC(=O)N3)c1,0,12,-0.3,1.3
CCOC(=O)C12C(=O)OC(C)(C)C1C2(CC)C(=O)c1ccccc1 (stereo not given),-17,-3,0.0,0.1
COc1cc(/C=N/NC(=O)NC23CC4CC(CC(C4)C2)C3)cc(OC)c1OC,7,-9,0.1,0.9
CCCCCOc1ccc(NC(=O)C(=O)NCc2ccc(Cl)cc2)cc1,6,1,0.5,0.0

# Record cards, from the list above. Screens in order: MITF primary	TEAD-YAP inh	FBW7 act	GPR151 activ
# `COc1cc(/C=N/NC(=O)NC23CC4CC(CC(C4)C2)C3)cc(OC)c1OC` in the list: 7	-9	0.1	0.9
# `O=C(c1cc(-c2ccc(Cl)c(Cl)c2)on1)N1CCOCC1` in the list: 10	-49	0.2	0.0

# Some values from the results shown.
# In TEAD-YAP inh, CC(=O)c1ccc(N2CCN(Cc3coc4ccc(Cl)cc4c3=O)CC2)cc1 is entered as -2
# In FBW7 act, CC(=O)c1cc2c(cc1NC(=O)c1cc3nc(-c4ccc5c(c4)OCO5)cc(C(F)(F)F)n3n1)OCO2 is entered as 0.0
